SUMO Mot1 rescue: blocks SUMOylation pathway, rescuing yeast Mot1-301 growth; S. cerevisiae Mot1-301 growth rescue, ATP luminescence, 38.5C; percent above DMSO median, 100 means doubled; growth rescue, % at 18.8 µM; 1% of 320,000 active;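 active = every valid replicate shows activation above 250% relative to neutral control wells; inactive = the rest, any valid replicate at or below 250%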;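 note: OY570 slx delta 5 strain wells were the positive control but not used for scaling; some compounds called inactive have numbers as strong as hits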
PKA-R1A activ: PKA-R1A complex activation. P00514+P68181. PKA-R1A dissociation, Cy5-IP20 fluorescence polarization; scaled: DMSO 0%, 113 µM cGMP 100%. activation, % at 11.4 µM. 0.083% of 340,000 active;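 active = percent activation above the mean of all tested compounds plus 3 SD, cut at about 19% in these data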;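 note: higher means more PKAc released from R1A so a rise in polarization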
MITF TRPM1 HTS: increases MITF-driven TRPM1 promoter luciferase signal. activation, % at 12.5 µM. AID 588334. SK-MEL-5 TRPM1-promoter luciferase, 24 h; % of positive control, neutral wells = 0. 0.75% of 300,000 active;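 active = mean activation of at least 80% with every replicate also reaching 80%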;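 note: 0% = neutral control wells and 100% = parthenolide positive control wells; values of inactives mirror those of a sister screen read the other way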
NSD2 inh: NSD2 (human) methyltransferase inhibition; 0.54% of 310,000 active; O96028; NSD2 peptide methylation, AlphaScreen, 120 min; inhibition, % at 12.5 µM; in the data active = inhibition above about 50%
SR-BI DiI-HDL act: activators of SR-BI mediated HDL lipid uptake; CHO ldlA[mSR-BI] cells, DiI-HDL uptake fluorescence, 3 h; 100 = double the neutral-control signal; 0.096% of 320,000 active; activation, % at 12.5 µM; AID 504775;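 active = mean replicate activation of at least 60% and every replicate at or above 60%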;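 note: 0% = median plate neutral-control signal and 100% = twice that signal; values of inactives mirror those of a sister screen read the other way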
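Test system: SR-BI-overexpressing, LDLR-lacking CHO cells. Measured by: DiI fluorescence, bottom read. Medium: Ham's F12 with 0.5% BSA, HEPES 25 mM, pH 7.4. Timing: 3 h uptake period with compound, 37 °C.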
Pemphigus Ab inh: blocks pemphigus antibody binding to human desmoglein-3; P32926; 0.48% of 310,000 active; binding (percent of control), % at 10 µM; DSG3-coupled beads, scFv-anti-DSG3-GFP binding, flow cytometry; active compounds read low; AID 588358;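 active = binding more than 3 SD below its plate's average and above zero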;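 note: hits lower antibody fragment binding to DSG3; some compounds called inactive have numbers as strong as hits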
dFosB act: mouse delta FosB homodimer activation. purified delta FosB, TAMRA-CDK5 oligo fluorescence polarization; percent of positive-control signal above neutral wells. activation, % at 25 µM. 0.99% of 340,000 active. AID 493131;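 active = mean activation above about 17%, with every replicate also reaching it, limit read from the data, passing the limit was not always enough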;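 note: fluorescence polarization rise as delta FosB binds a TAMRA Cdk5 AP-1 oligo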
Target sequence (P13346 whole entry, looked up): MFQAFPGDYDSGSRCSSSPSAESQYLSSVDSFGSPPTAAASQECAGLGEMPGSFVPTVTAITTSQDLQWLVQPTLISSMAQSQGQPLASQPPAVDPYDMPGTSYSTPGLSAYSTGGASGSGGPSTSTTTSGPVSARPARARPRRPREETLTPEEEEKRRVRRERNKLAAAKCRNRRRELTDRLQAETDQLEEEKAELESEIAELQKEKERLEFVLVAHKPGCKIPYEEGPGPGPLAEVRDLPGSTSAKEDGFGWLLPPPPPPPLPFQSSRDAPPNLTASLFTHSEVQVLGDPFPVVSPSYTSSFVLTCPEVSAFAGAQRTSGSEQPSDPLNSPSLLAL
SR-BI HDL uptake: mouse SR-BI HDL lipid transfer inhibition; Q61009; 0.96% of 320,000 active; AID 488896; inhibition, % at 12.5 µM; ldlA[mSR-BI] CHO cells, DiI-HDL uptake fluorescence, 3 h;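 active = mean replicate inhibition of at least 70% and a set share of replicates each scoring 70 or more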;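 note: 0% = median of neutral control wells and 100% = median of positive control wells; values of inactives mirror those of a sister screen read the other way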
PKA-R2B activ: activators of human PKA-R2B complex; P22694+P31323; PKA-R2B holoenzyme dissociation, Cy5-IP20 fluorescence polarization; R2B truncated from residue 108, S112A mutant; 0% DMSO only, 100% 113 µM cGMP; AID 504700; 0.079% of 340,000 active; activation, % at 11.4 µM;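 active = activation above a cutoff set at the mean over all compounds plus 3 SD, cut at about 18% in these data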;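 note: higher means more holoenzyme dissociation and a rise in polarization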
Arrestin-AP2 inh: blocks beta-arrestin peptide binding to AP2 adaptin | AID 504490 | inhibition, % at 10 µM | FITC-arrestin peptide / GST-AP2 beads, flow cytometry; AP2 beta2 appendage carries R879A mutation | 0.31% of 340,000 active;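 active = inhibition above a set limit, near 3 SD of compounds lacking own fluorescence, cut at about 54% in these data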;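 note: plate controls were DMSO wells for no effect and 5 µM unlabelled arrestin peptide for full effect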
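Material – GST-tagged AP2 beta2-adaptin appendage (R879A) on 4 µm glutathione beads · Probe or stimulus – fluorescein-tagged arrestin peptide at 50 nM final · Timing – 12 min plus 1 h, RT · Detection – bead flow cytometry, FITC channel · Read-out basis – inhibition as reduced fluorescein signal on beads, percent · Medium – PBS plus Tween 20 (0.05%) and BSA (0.1%)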
CDK5 p35 inh: CDK5/p35 (human) kinase inhibition. 0.01% of 330,000 active. Recombinant CDK5/p35, ADP-Glo luminescence, 60 min. inhibition, % at 10 µM. AID 488839;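 active = highest replicate inhibition of at least 50% and at least 75% of replicates reaching 50%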;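 note: plate controls were DMSO neutral control for no effect and GW8510 at 10 µM for full effect; many of its hits are not listed in these tables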
Target sequence (Q00535 whole entry, looked up): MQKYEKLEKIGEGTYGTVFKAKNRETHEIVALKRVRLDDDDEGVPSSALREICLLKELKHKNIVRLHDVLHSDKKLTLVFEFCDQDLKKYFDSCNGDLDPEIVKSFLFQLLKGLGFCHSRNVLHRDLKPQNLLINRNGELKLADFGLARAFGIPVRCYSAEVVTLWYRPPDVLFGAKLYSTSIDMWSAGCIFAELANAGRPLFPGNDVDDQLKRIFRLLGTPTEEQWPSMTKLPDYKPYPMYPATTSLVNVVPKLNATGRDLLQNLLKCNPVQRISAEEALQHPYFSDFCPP
Target sequence (Q15078 whole entry, looked up): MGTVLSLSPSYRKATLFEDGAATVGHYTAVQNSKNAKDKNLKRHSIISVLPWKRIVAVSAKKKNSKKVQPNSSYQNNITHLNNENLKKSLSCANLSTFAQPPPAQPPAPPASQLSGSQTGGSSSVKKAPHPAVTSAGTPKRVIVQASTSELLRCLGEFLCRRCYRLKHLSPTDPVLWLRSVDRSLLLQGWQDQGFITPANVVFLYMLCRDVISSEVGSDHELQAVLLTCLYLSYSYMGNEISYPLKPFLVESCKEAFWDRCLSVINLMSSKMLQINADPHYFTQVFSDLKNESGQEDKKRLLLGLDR
* hit, by the source's call; x = not tested or not shown; & = joins results of further samples.

The first three records, to show the layout:
SMILES	SUMO Mot1 rescue	PKA-R1A activ	MITF TRPM1 HTS	NSD2 inh	SR-BI DiI-HDL act	Pemphigus Ab inh	dFosB act	SR-BI HDL uptake	PKA-R2B activ	Arrestin-AP2 inh	CDK5 p35 inh
CSCCC1NC(=O)N(CC(=O)Nc2ccc3c(c2)OCCO3)C1=O (stereo not drawn)	12	7	1	-1	-6	x	-7	6	-3	12	-1.1
CC1CCCN(C(C(=O)Nc2ccc3c(c2)OCO3)c2ccccc2)C1 (stereo not drawn)	-17	-3	8	x	6	99	-6	-6	-6	20	1.4
COc1cc(C=O)ccc1OCc1ccc(Cl)nc1	x	-8	64	2	-37	114	-12	37	5	-23	0.0

All compounds of this part, previewed entries included:
SMILES	SUMO Mot1 rescue	PKA-R1A activ	MITF TRPM1 HTS	NSD2 inh	SR-BI DiI-HDL act	Pemphigus Ab inh	dFosB act	SR-BI HDL uptake	PKA-R2B activ	Arrestin-AP2 inh	CDK5 p35 inh
CSCCC1NC(=O)N(CC(=O)Nc2ccc3c(c2)OCCO3)C1=O (stereo not drawn)	12	7	1	-1	-6	x	-7	6	-3	12	-1.1
CC1CCCN(C(C(=O)Nc2ccc3c(c2)OCO3)c2ccccc2)C1 (stereo not drawn)	-17	-3	8	x	6	99	-6	-6	-6	20	1.4
COc1cc(C=O)ccc1OCc1ccc(Cl)nc1	x	-8	64	2	-37	114	-12	37	5	-23	0.0
O=C(NC1CCCCCC1)C1CCC(CNS(=O)(=O)c2ccc(Br)s2)CC1 (stereo not drawn)	3	4	-13	6	-36	x	3	36	-4	24	2.4
O=C(Nc1ccccc1)OCCOc1ccccc1	9	-8	52	-9	-3	91	1	3	-3	17	0.5
CCCCCn1c(=N)n(CC(O)COc2ccccc2OC)c2ccccc21 (stereo not drawn)	-25&-39	2&-3	-6	x	-42&-18	103&101	1&-8	42&18	-5&6	-2&3	-0.9&0.2
COc1cc(OC)cc(C(=O)NC(=S)N2CCCCCC2)c1	-1	-4	3	1	2	101	-2	-2	0	11	0.1
COC(=O)c1c(-c2ccccc2)csc1N1C(=O)Nc2ccccc2N1O	-1	-18	-2	9	18	97	-2	-18	-4	4	-2.5
Cc1cc(OCC(=O)NC2CCN(Cc3ccccc3)CC2)c2c(C)c(C)c(=O)oc2c1	0	-7	-5	x	-9	x	-7	9	6	-6	0.9
COCCCn1c(=O)c2sccc2n(Cc2ccc(C)cc2)c1=O	0	7	-9	-1	-7	95	-3	7	3	13	-1.1
CCCCCN(C(=O)NC(=O)Nc1ccc(C)cc1)S(=O)(=O)c1ccccc1	-8	-5	19	0	16	99	-2	-16	2	8	-0.3
CCC1CCCCN1CCCNC(=O)C1CCCN(c2ncnc3c2nc2n3CCCCC2)C1 (stereo not drawn)	1	2	11	-1	20	109	-8	-20	1	6	-1.7
O=C(/C=C/c1cccs1)N1CCN(c2ccccc2F)CC1	0	-2	13	1	28	121	-3	-28	2	-8	0.5
COC(=O)C1=C(C)NC(=O)/C1=C\c1cc(C)n(-c2c(C)cccc2C)c1C	-23	-3	-12	4	6	85	-10	-6	-1	-4	-0.7
COC(=O)[C@H](CC(C)C)NC(=O)NCCCc1ccccc1	7	-4	-4	2	-18	104	8	18	-18	-3	-2.6
CC(NC(=O)c1ccc(NC2=NC3CS(=O)(=O)CC3S2)cc1)c1ccccc1 (stereo not drawn)	27	-9	x	x	11	100	9	-11	1	-11	1.0
O=C(NNC(=O)C1CCCO1)c1ccc(F)cc1 (stereo not drawn)	-15	-12	4	-1	20	93	-6	-20	-1	1	x
O=c1oc(-c2ccco2)nc2sc3c(c12)CCCCC3	-15	-4	35	0	16	x	-3	-16	4	4	1.1
COc1cc2ccccc2cc1C(=O)Nc1ccccc1N1CCN(S(C)(=O)=O)CC1	-16	6	11	0	-89	96	10	89*	2	27	-0.5
CCOc1cc(C)c(S(=O)(=O)N2CCCCC2)cc1C	5	-5	-11	-1	1	99	2	-1	11	-16	-0.3
O=C(CN1C(=O)S/C(=C\c2ccccn2)C1=O)Nc1ccccc1	147	0	-1	-1	16	91	61*	-16	3	-14	-0.5
Cc1ccc(OC(C)C(=O)N=Nc2c(O)[nH]c3ccc([N+](=O)[O-])cc23)cc1 (stereo not drawn)	-2	-4	14	12	2	102	3	-2	-4	-4	1.6
CC(C)NS(=O)(=O)c1ccc(OCC(=O)NC2CCCCCC2)cc1	-11	5	12	0	-6	105	-8	6	-4	-10	0.7
Cc1[nH]c(=O)[nH]c(=O)c1N(C)C	-23	-6	8	-1	28	91	-5	-28	-6	18	-0.5
O=C(CCSc1ccccc1)Nc1ccc(S(=O)(=O)Nc2ncccn2)cc1	-2	7	-4	0	10	103	0	-10	-10	2	-3.0
O=C(O)CC(c1ccc(F)cc1F)N1Cc2ccccc2C1=O (stereo not drawn)	-9	7	7	x	10	97	-2	-10	-8	-18	0.4
CCOC(=O)C(CCCCCCC(NC(C)=O)(C(=O)OCC)C(=O)OCC)(NC(C)=O)C(=O)OCC	-5	-17	x	-4	4	118	2	-4	-15	15	-1.6
CC(C)SCCCCOc1ccc2ccccc2c1	4	9	28	-5	8	107	2	-8	3	7	-2.3
O=C1CN(C(=O)NCCC(=O)NC2CCCCC2)c2ccccc2N1	4	-11	1	0	-3	111	1	3	-7	-9	-2.8
Nc1ccccc1NC(=O)NC(=O)c1ccccc1	-28	-7	66	1	9	98	1	-9	-4	28	-1.5
CCN(CC)S(=O)(=O)c1ccc(N2Cc3ccccc3C2=N)cc1	-21	1	-2	2	x	99	-7	x	2	10	1.4
COc1ccc(CCNC(=O)COc2ncnc3ccccc23)cc1OC	3	-5	-19	-2	-6	98	15	6	0	11	1.2
Cc1ccc(Cn2c(CN3CCOCC3)nc3c2c(=O)n(C)c(=O)n3C)cc1	-13	4	9	0	11	x	0	-11	-4	2	-2.1
O=C(O)Cn1c(-c2cscn2)nc2ccccc21	-13	2	5	x	-2	99	2	2	2	13	0.5
COc1cc(C)c(S(=O)(=O)N2CCOCC2)cc1C(C)C	8	12	5	-1	-17	103	-7	17	-5	9	-1.3
CC(=O)c1ccc(S(=O)(=O)NC2CC(=O)N(c3cccc(F)c3)C2)cc1 (stereo not drawn)	-16	-12	1	3	11	102	-10	-11	-2	28	-0.3
O=C(O)CSc1ncnc2c1oc1ccccc12	-5	1	-2	-2	-2	x	1	2	12	2	0.8
O=c1[nH]c2cc3c(cc2cc1CN(CCCO)C(=S)NCc1ccco1)OCO3	-3	-9	-11	2	-20	102	-5	20	3	-8	1.1
COc1ccc(C(=O)Nc2cc3c4c(c2)C(C)C(=O)N4CCC3)c(OC)c1 (stereo not drawn)	8	4	24	x	-39	94	-5	39	-5	20	-0.6
Cc1cc(OC(=O)c2ccc(S(=O)(=O)N3CCCC3)cc2)c([N+](=O)[O-])c(=O)[nH]1	-9	-1	5	-1	-5	103	0	5	9	3	-0.2
COc1ccccc1C/C(N)=N/OC(=O)c1cccc([N+](=O)[O-])c1C	-4	-10	-3	-1	-36	123	-4	36	-4	4	-0.7
COc1ccc(-c2nnc(SC(C)C(=O)Nc3cccc(Cl)c3)o2)cc1 (stereo not drawn)	6	6	87*	2	-18	100	-9	18	-5	10	2.5
CCOc1ccccc1NS(=O)(=O)c1ccc2oc(=O)ccc2c1	138	12	3	0	-5	108	-1	5	-9	-8	0.8
Cc1ccc(NC(=O)CSc2ccc(-c3cccnc3)nn2)cc1Cl	6	-7	3	-4	x	97	-2	x	-1	-16	0.2
Cc1cccc(C(=O)NCC(=O)OCC(=O)N2CCCCC2)c1	x	-15	1	2	11	113	1	-11	-7	10	-0.5
CC(=O)NCCc1nc2cc(NC(=O)c3cccs3)ccc2n1C	28	-1	1	0	17	98	-2	-17	1	9	-1.0
COC(=O)c1cnc(Nc2cccc(C(F)(F)F)c2)c([N+](=O)[O-])c1	129	-5	x	0	-12	92	-2	12	-10	7	-0.9
COCCCNS(=O)(=O)c1ccccc1	20	6	0	3	5	106	-3	-5	7	-8	0.0
CC1(C)CC(=O)C2=C(C1)NC(Nc1nc3ccccc3o1)=NC21CCCCC1	1	-8	x	1	-5	100	3	5	-2	4	-3.1
O=C1CCC/C1=c1\s/c(=C\c2cccnc2)c(=O)n1-c1ccccc1	-3	2	4	2	-46	98	-21	46	1	-40	0.7
Cc1c(NC(=O)/C(C#N)=C/c2c(Oc3ccccc3)nc3ccccn3c2=O)c(=O)n(-c2ccccc2)n1C	-1	-3	-13	4	4	x	-12	-4	-1	2	1.1
COc1ccc(Cc2nnc(SCC(=O)Nc3ccc(N4CCOCC4)cc3)o2)cc1	230	8	5	17	0	x	-12	0	4	2	0.1
CCOc1ccc2nc(NC(=O)CN3CCN(CC)CC3)sc2c1	-6	7	x	8	11	137	5	-11	1	-5	-0.4
CCCCCOC(=O)c1ccc(NC(=O)c2cccc(NC(=O)c3ccccc3C(=O)O)c2)cc1	0	-10	x	1	-4	116	-13	4	-17	12	-0.8
CC(=O)Nc1ccc(S(=O)(=O)N2CC(=O)NC(=O)C2)cc1	5	1	-6	1	25	112	-6	-25	4	45	0.8
Cc1ccc2c(c1)nnn2C1CCN(C(=O)c2ccccc2F)CC1	-6	-2	-3	-2	1	102	-11	-1	-7	12	-6.0
Fc1ccc(NC(=S)N2CCOCC2)cc1Cl	2	-8	-4	-1	33	108	-3	-33	-5	-15	3.9
CC(NC(=O)c1nn(C)c(=O)c2ccccc12)c1ccccc1 (stereo not drawn)	-8	-2	x	-3	25	110	5	-25	-12	-4	-1.8
O=C1NC2(CCCCCC2)C(=O)N1Cc1ccccc1F	-23	-6	8	-2	3	91	3	-3	-6	-9	0.4
Cc1ccc(CSc2nnc(SCC(=O)N/N=C/c3ccccc3OCC(=O)O)s2)cc1	72	4	-11	x	3	94	-15	-3	-10	3	0.6
CS(=O)(=O)N(CC(=O)N1CCN(c2ccc(F)cc2)CC1)c1cccc(Cl)c1	-26	-5	-2	1	27	95	-4	-27	-5	13	2.4

Compound activity (PubChem)
